Source: PubChem (several laboratories)
NSD2 HMT inh: inhibitors of human histone methyltransferase NSD2. O96028. NSD2 peptide methylation, AlphaScreen, 120 min. inhibition, % at 12.5 µM. 310,000 compounds, 0.54% hits. AID 743445; in the data active = inhibition above about 50%
Rtt109 Vps75: inhibitors of Candida albicans Rtt109/Vps75 histone acetyltransferase; Q5AAJ8; 330,000 compounds, 0.16% hits; AID 540336; purified Rtt109/Vps75, ThioGlo CoA-SH fluorescence, 4 h; inhibition, % at 34.9 µM;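 active = inhibition of at least 50% in every replicate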
Target sequence (Q5AAJ8 whole entry, looked up): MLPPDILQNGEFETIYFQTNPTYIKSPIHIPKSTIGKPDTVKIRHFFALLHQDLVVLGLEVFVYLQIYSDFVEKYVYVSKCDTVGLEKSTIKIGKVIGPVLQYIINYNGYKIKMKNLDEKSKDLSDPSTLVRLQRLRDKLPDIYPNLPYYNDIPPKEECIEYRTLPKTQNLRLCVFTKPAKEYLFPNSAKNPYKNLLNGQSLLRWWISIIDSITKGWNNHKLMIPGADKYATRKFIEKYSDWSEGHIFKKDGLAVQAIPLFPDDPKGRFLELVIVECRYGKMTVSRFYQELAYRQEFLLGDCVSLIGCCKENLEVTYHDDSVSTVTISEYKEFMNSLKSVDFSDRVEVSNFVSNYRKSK
dFosB act: enhances mouse delta FosB homodimer DNA binding; activation, % at 25 µM; purified delta FosB, TAMRA-CDK5 oligo fluorescence polarization; percent of positive-control signal above neutral wells; AID 493131; P13346; 340,000 compounds, 0.99% hits;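 active = mean activation above about 17%, with every replicate also reaching it, limit read from the data, passing the limit was not always enough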;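 note: fluorescence polarization rise as delta FosB binds a TAMRA Cdk5 AP-1 oligo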
Target sequence (P13346 whole entry, looked up): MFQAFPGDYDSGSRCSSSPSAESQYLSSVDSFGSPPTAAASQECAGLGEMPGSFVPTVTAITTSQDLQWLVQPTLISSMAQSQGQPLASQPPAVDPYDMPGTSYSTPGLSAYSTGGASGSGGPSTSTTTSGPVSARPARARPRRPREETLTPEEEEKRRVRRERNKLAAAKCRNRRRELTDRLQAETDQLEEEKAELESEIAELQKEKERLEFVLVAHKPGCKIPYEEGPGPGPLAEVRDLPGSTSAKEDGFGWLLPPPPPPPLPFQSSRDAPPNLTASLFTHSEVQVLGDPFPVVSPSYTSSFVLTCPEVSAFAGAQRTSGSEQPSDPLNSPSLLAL
Keap1-Nrf2 PPI: inhibitors of human Keap1-Nrf2 protein-protein interaction; Q14145; Keap1 Kelch-Nrf2 peptide fluorescence polarization, 1536-well; inhibition, % at 9.4 µM; 340,000 compounds, 0.15% hits; AID 504523; in the data active = inhibition above about 12%;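 note: human Keap1 Kelch domain with fluorescein labeled Nrf2 9mer peptide probe; 0% = neutral control wells and 100% = peptide positive control; higher means more block of Keap1 binding to Nrf2 peptide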
PfHsp90 set2: inhibits growth of yeast expressing Plasmodium falciparum Hsp90; inhibition, % at 9.4 µM; 310,000 compounds, 0.32% hits; S. cerevisiae expressing PfHsp90, BacTiter-Glo ATP, 48 h; yeast lacking PDR1 and PDR3 efflux regulators;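 active = every replicate shows inhibition above about 80%, whatever the replicate mean, limit read from the data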;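 note: 0% = DMSO neutral controls and 100% = 20 µM radicicol positive controls; yeast relying on Plasmodium falciparum Hsp90 in place of its own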
CDK5 inh: CDK5/p35 (human) kinase inhibition; Recombinant CDK5/p35, ADP-Glo luminescence, 60 min; inhibition, % at 10 µM; 330,000 compounds, 0.01% hits;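 active = highest replicate inhibition of at least 50% and at least 75% of replicates reaching 50%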;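 note: plate controls were DMSO neutral control for no effect and GW8510 at 10 µM for full effect; many of its hits are not listed in these tables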
PvdQ acylase: P. aeruginosa PvdQ acylase inhibition | purified PvdQ acylase, fluorescence plate reader | inhibition, % at 10 µM | 340,000 compounds, 0.063% hits; in the data active = inhibition above about 30%, passing the limit was not always enough;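 note: 0% = vehicle neutral wells and 100% = reference inhibitor wells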
SUMO Mot1 rescue: blocks SUMOylation pathway, rescuing yeast Mot1-301 growth; 320,000 compounds, 1% hits; growth rescue, % at 18.8 µM; S. cerevisiae Mot1-301 growth rescue, ATP luminescence, 38.5C; percent above DMSO median, 100 means doubled;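 active = every valid replicate shows activation above 250% relative to neutral control wells; inactive = the rest, any valid replicate at or below 250%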;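 note: OY570 slx delta 5 strain wells were the positive control but not used for scaling; some compounds called inactive have numbers as strong as hits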
RTF Ca sens act: cardiac RTF calcium sensitization; IANBD-labeled TnC RTF fluorescence at EC20 calcium; 0% EC20 calcium, 100% full calcium; 340,000 compounds, 0.24% hits; activation, % at 7.2 µM; P19429+P45379; AID 493008;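 active = activation above the mean over all tested compounds plus 3 SD, cut at about 30% in these data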;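 note: rise in fluorescence read as greater calcium sensitivity of cardiac thin filaments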
LANA DNA inh: KSHV C-LANA DNA binding inhibition. AID 504423. MBP-C-LANA/FAM-LBS DNA binding, fluorescence polarization. 340,000 compounds, 0.078% hits. inhibition, % at 9 µM;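 active = highest replicate inhibition at or above 60% at 9 µM, even if other replicates fall short; inactive = all replicates below 60% inhibition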;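 note: 0% = neutral control wells and 100% = 4 µM acridine orange control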
Cardiac RTF inh: cardiac RTF calcium desensitization | P19429+P45379 | IANBD-labeled cardiac RTF, Ca2+ fluorescence | inhibition, % at 7.15 µM | 340,000 compounds, 0.12% hits;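 active = inhibition above the mean inhibition of all tested compounds plus 3 SD, cut at about 17% in these data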;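 note: assay run at fixed EC70 calcium of 1.6 mM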
Active calls of the source: *; · = not tested or not shown.

No. | SMILES | NSD2 HMT inh | Rtt109 Vps75 | dFosB act | Keap1-Nrf2 PPI | PfHsp90 set2 | CDK5 inh | PvdQ acylase | SUMO Mot1 rescue | RTF Ca sens act | LANA DNA inh | Cardiac RTF inh
1 | CC(C)c1ccccc1NC(=S)NC(=O)C1CCCCC1 | 1 | 4 | -8 | -3 | · | 1.2 | -20 | 0 | 4 | 0.4 | -11
2 | Cc1ccc2nc(CCc3nc4ccc(C)cc4o3)oc2c1 | 0 | -1 | -2 | -3 | · | 0.8 | -12 | 21 | 7 | 0.1 | 13
3 | CCN(CC)CC(=O)Nc1ccc(/C(C)=N/NC2=NCCN2)cc1 | 0 | 2 | 3 | -7 | 9 | -1.9 | -5 | 11 | -6 | -1.6 | -1
4 | O=C(O)C1C2CCC(C2)C1C(=O)Nc1cc(F)ccc1F (stereo not given) | -13 | 3 | -4 | 0 | · | -0.1 | -7 | -3 | 15 | 0.9 | -6
5 | COc1ccc(NC(=O)CSc2nnc(Cc3cccn3C)n2-c2ccc(F)cc2)cc1OC | · | 8 | -6 | 0 | · | -0.2 | -3 | 12 | -1 | 0.5 | -3
6 | COc1ccc(-n2c(=O)cc(N3CCOCC3)[nH]c2=O)cc1 | -2 | -12 | -2 | -4 | -16 | 2.0 | -13 | 18 | -2 | -0.9 | -6
7 | O=C(c1ccc2c(=O)n3c(nc2c1)CCCCC3)N1CCN(c2ccc([N+](=O)[O-])cc2)CC1 | 4 | 8 | -16 | -4 | 17 | -0.5 | 1 | -7 | -3 | 1.3 | 4
8 | COCc1ccc(CN2CCCC(C(=O)Nc3ccc(-c4cccc(OC)c4)cc3)C2)o1 (stereo not given) | -2 | 5 | -4 | -7 | 3 | 1.2 | -6 | 27 | -3 | -1.0 | -6
9 | CCc1ccc(/C=N/n2c(C)cc(C)c(C#N)c2=O)cc1 | 0 | 1 | -2 | -6 | 21 | -2.1 | 3 | -13 | 17 | -1.3 | -2
10 | O=C(O)/C=C\C(=O)Nc1ccccc1N1CCN(c2ccccc2)CC1 | 1 | 4 | -7 | 0 | 11 | 0.7 | -9 | 208 | -1 | -0.8 | -4
11 | Cc1cc(C)cc(OCC(=O)OCC(=O)NC2CCCCCCC2)c1 | 0 | 2 | -13 | 2 | · | 1.5 | -15 | 8 | -4 | 1.9 | -4
12 | O=C(O)CSC(=S)N1CCCCC1 | -2 | -3 | -5 | -5 | 14 | 1.1 | 12 | 4 | -4 | -0.8 | 7
13 | CC1=C(C(=O)OC2CCCCCCC2)C(c2cc3c(cc2Br)OCO3)CC(=O)N1 (stereo not given) | 5 | 2 | -5 | -2 | -25 | · | 8 | · | -7 | -0.2 | 5
14 | O=C(CC1C(=O)NCCN1Cc1c(F)cccc1Cl)NCCCN1CCCC1=O (stereo not given) | -2 | -16 | 4 | 2 | -8 | -1.3 | -5 | -17 | 1 | 2.1 | -3
15 | O=C(NCc1ccccn1)c1nn(-c2ccccc2)c(=O)c2ccccc12 | 1 | 0 | -9 | 4 | 11 | -0.9 | -8 | · | 6 | -2.0 | -8
16 | O=C(COc1ccccc1)Nc1ccc2oc(=O)ccc2c1 | -5 | -4 | 6 | -2 | 4 | -2.1 | -5 | -6 | -6 | 0.6 | 5
17 | CCCSC1=N/C(=C\c2ccsc2)C(=O)S1 | 4 | -1 | -6 | -6 | -6 | 2.0 | -12 | -4 | 1 | 1.9 | 8
18 | CC(=O)c1sc(-c2ccccc2Cl)nc1C | -1 | -6 | 5 | 1 | -14 | -1.5 | -5 | · | 6 | 0.3 | 3
19 | O=C(Nc1ccccc1Cl)C1Cc2ccccc2O/C1=N\O (stereo not given) | 11 | · | -6 | 3 | -20 | -1.1 | -17 | 9 | -1 | -0.7 | -5
20 | O=C(Nc1nccs1)C1=COCCO1 | -2 | 0 | -5 | 2 | 15 | 1.1 | -2 | 7 | -4 | -1.7 | -6
21 | Cc1ccc(O)c(-c2cc(C(=O)NCc3ccccc3)[nH]n2)c1 | 3 | -4 | -3 | -2 | · | 0.7 | -8 | 3 | 6 | -0.2 | 11
22 | CC(=O)N1CCN(c2ccc(NCc3ccc(Br)o3)cc2)CC1 | · | 5 | -7 | -3 | -20 | -0.5 | -4 | -13 | -2 | -2.0 | 5
23 | CCOC(=O)c1sc(N(C)C(C)=O)nc1C | -1 | -9 | -2 | -1 | -4 | -1.2 | -15 | 6 | 0 | 0.1 | -2
24 | NS(=O)(=O)c1ccc(CCNC(=O)c2cc3ccccc3s2)cc1 | -2 | -5 | 13 | -8 | 3 | -6.3 | -8 | -9 | -3 | -1.9 | 11
25 | CS(=O)(=O)n1nc(-c2ccccc2)nc1N | -3 | -4 | 5 | 1 | -9 | 1.7 | 5 | 11 | 2 | 0.2 | -3
26 | CCn1c(SC/C=C/c2ccccc2)nnc1-c1cccs1 | -2 | 13 | -5 | -4 | · | -2.5 | -12 | -5 | 2 | 0.7 | -1
27 | O=C(CS(=O)CC(=O)N(c1ccccc1)C(C(=O)NC1CCCC1)c1cccs1)Nc1ccc(F)cc1 (stereo not given) | -1 | 1 | 3 | -2 | 0 | -0.1 | 9 | · | 9 | 0.3 | -5
28 | CC(=O)Nc1ccccc1C(=O)N1CCc2ccccc21 | 0 | 0 | 3 | -5 | 0 | -0.2 | 11 | 15 | -3 | 0.2 | 4
29 | Cc1cc(C)c(NC(=O)CNC(=O)CN2C(=O)NC3(CCCc4ccccc43)C2=O)c(C)c1 (stereo not given) | -2 | 5 | -10 | 3 | · | 0.1 | -7 | 19 | -4 | 1.4 | -14
30 | Cn1c(COc2ccccc2)nnc1SCc1cc(=O)[nH]c2ccccc12 | -5 | 1 | -11 | 5 | · | -0.3 | -6 | 8 | -1 | 1.9 | -4
31 | CSc1nnc(-c2ccccc2N=Cc2c(C)[nH]n(-c3ccc4ccccc4c3)c2=O)c(=O)[nH]1 | 6 | 14 | -7 | 0 | 10 | -3.0 | -6 | 64 | -5 | 0.2 | -6
32 | Cc1cccc(C)c1OCc1cc(C(=O)N2CCNC(=O)C2)no1 | -1 | -4 | 3 | 8 | 11 | · | 2 | 6 | -2 | 1.1 | -7
33 | CCN(CC)CC(=O)Nc1sc(C)c(C)c1C(=O)c1ccc(C)cc1 | 4 | -2 | -12 | -7 | -8 | -1.4 | -7 | -3 | 8 | -0.8 | 2
34 | O=C(C[n+]1cccc(O)c1)Nc1ccc(Br)cc1 | -1 | 14 | -6 | -8 | 17 | -0.9 | -12 | -12 | 0 | 0.1 | 2
35 | COc1cc(NC(=O)c2ccco2)c(OC)cc1NC(=O)Nc1cccc(Cl)c1 | 1 | · | -3 | -3 | 11 | 1.7 | -12 | -2 | 0 | 0.7 | 0
36 | COc1ccccc1N1CCN(C(=O)CSc2nc3ccccc3c(=O)n2CC2CCCO2)CC1 (stereo not given) | -3 | 0 | -6 | 1 | · | 1.1 | -15 | 6 | 0 | -0.1 | -3
37 | Cc1ccc(OCCn2c(C)nc3ccccc32)cc1 | -1 | -2 | -7 | -3 | 0 | -0.3 | -5 | -2 | 3 | 0.5 | -12
38 | CCOc1ccc2nc(NC(=O)C3CCCN(S(=O)(=O)c4cccs4)C3)sc2c1 (stereo not given) | 0 | -1 | 12 | -2 | -21 | 0.2 | 6 | -9 | -4 | -0.1 | 2
39 | Cn1c(C(=O)NCC2CCCO2)cc2c(=O)[nH]c3ccccc3c21 (stereo not given) | -2 | 5 | -10 | -3 | · | -1.8 | -14 | -3 | 7 | -1.9 | 5
40 | CC(=O)c1c(C)nn(CC(=O)NC2CCCN(Cc3ccc(CC(C)C)cc3)C2)c1C (stereo not given) | 2 | 2 | 1 | 2 | -20 | 0.8 | -2 | 10 | -1 | -0.4 | -3
41 | CC1CCC(NC(=O)c2ccc3snnc3c2)CC1 (stereo not given) | 9 | 1 | 3 | 2 | 14 | 0.1 | 10 | -6 | -7 | -0.2 | -1
42 | O=C(NC1CC1)c1cc(F)c(F)cc1Cl | -3 | 6 | -1 | -3 | -10 | -0.4 | 8 | -10 | 5 | -0.5 | -2
43 | CC(C)NC(=O)N(C)C[C@H]1Oc2ccc(NC(=O)Nc3ccc(C(F)(F)F)cc3)cc2C(=O)N([C@H](C)CO)C[C@@H]1C | · | 24 | -23 | -6 | 5 | 0.1 | -17 | -1 | -7 | 1.5 | -20
44 | CS(=O)(=O)N(CC(=O)Nc1ccccc1)c1cccc(Cl)c1Cl | 0 | -7 | 0 | -4 | 2 | 1.6 | 10 | -5 | 2 | -1.5 | -6
45 | Cc1ccc(Cl)cc1N1CCN(C(=O)C2CCC(=O)N2C(C)C)CC1 (stereo not given) | · | 17 | -1 | -3 | -7 | -1.9 | -19 | 4 | -4 | 0.6 | -8
46 | CCOc1ccc2c(c1)/C(=C(\C(Cl)=C(Cl)Cl)[N+](=O)[O-])N2 | -1 | -235 | -1 | 6 | 2 | 0.2 | 10 | -15 | -1 | 11 | -5
47 | [O-]/[N+](=C/c1cccnc1)c1ccc(Br)cc1 | 0 | 7 | -4 | -1 | 2 | -0.1 | -12 | 3 | -2 | 1.8 | -5
48 | COc1cccc(NC(=O)Cn2cnc3sc(C)c(S(=O)(=O)N4CCN(C)CC4)c3c2=O)c1 | -3 | -9 | -15 | 1 | · | 0.0 | -7 | 14 | 4 | -1.0 | -7
49 | CC1CSc2nnc(CCc3ccccc3)n21 (stereo not given) | · | -2 | 0 | -3 | 6 | -0.3 | 3 | 21 | -3 | 1.6 | -4
50 | COc1ccc(C2(C(=O)NCCCN3CCOCC3)CCOCC2)cc1 | -1 | 9 | -6 | -3 | 18 | 0.3 | -14 | -18 | -1 | 3.3 | -2

New compounds follow:
No. | SMILES | NSD2 HMT inh | Rtt109 Vps75 | dFosB act | Keap1-Nrf2 PPI | PfHsp90 set2 | CDK5 inh | PvdQ acylase | SUMO Mot1 rescue | RTF Ca sens act | LANA DNA inh | Cardiac RTF inh
51 | O=C(CCCOc1ccc(Cl)cc1Cl)N/N=C/c1ccccc1O | -5 | 2 | -3 | 2 | 16 | 0.6 | -6 | -21 | -3 | -1.4 | 2
52 | C/C(=N\N=C1/SC(CC(=O)O)C(=O)N1c1ccccc1)c1ccc(C)cc1 (stereo not given) | -1 | 1 | 0 | 0 | 5 | -0.6 | -5 | -17 | 3 | 1.3 | 1
53 | COc1cccc(NC(=O)CN(C)C(=O)c2ccc(OCC3CCCO3)cc2)c1 (stereo not given) | -3 | 25 | -7 | 2 | · | 1.3 | 0 | · | 2 | 1.7 | -3
54 | CCOC(=O)c1cn(CC)c2cc(Cl)c([N+](=O)[O-])cc2c1=O | 0 | -1 | 0 | 0 | -14 | -0.1 | -22 | -1 | 4 | -0.6 | 1
55 | COc1ccc(C(=O)/C=C/c2ccc(O)cc2)cc1 | · | -5 | -7 | -6 | -37 | 1.5 | 1 | -16 | 5 | -1.8 | -3
56 | Cc1ccc(-n2c(SCC(=O)NCc3ccco3)nnc2-c2cccnc2)cc1 | 2 | 7 | 1 | -3 | -8 | -2.1 | -9 | 5 | -1 | -0.4 | -7
57 | O=C(O)Cc1sc(-c2ccccc2)nc1-c1cccs1 | -2 | -6 | -2 | -1 | 13 | -7.5 | -5 | 7 | 2 | -0.8 | 7
